Cdc42 wt: modulators of GTP binding to wildtype Cdc42, primary screen, biochemical, multiplex bead flow cytometry, Bodipy-GTP | Cell division control protein 42 homolog (Homo sapiens), P60953 | GST-Cdc42 beads; actives lie on both sides | percent activity (GTP binding), % at 10 µM | actives 0.2% (n = 190,000) | AID 761, 2007;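 active = percent activity GTP binding at least 20 points away from the 100% baseline, either down as inhibitor or up as activator; inconclusive = compound flagged as likely green fluorescent from well-wide comparison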;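 note: median bead fluorescence of bound Bodipy-FL-GTP at 100 nM; 0% = excess unlabeled GTP control and 100% = no compound control; below 100% means less GTP binding so inhibitor and above means activator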
Target sequence (P60953 whole entry, looked up): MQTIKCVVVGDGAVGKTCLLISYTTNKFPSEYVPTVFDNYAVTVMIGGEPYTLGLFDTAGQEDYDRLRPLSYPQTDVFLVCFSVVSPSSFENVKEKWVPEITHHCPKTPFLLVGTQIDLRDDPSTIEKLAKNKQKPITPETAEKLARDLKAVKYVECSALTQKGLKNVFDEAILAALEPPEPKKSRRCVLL
Rab7 wt GTP bind: modulators of GTP binding to Rab7, primary screen, biochemical, wildtype, multiplex bead flow cytometry | GTP binding activity (percent of control), % at 10 µM | AID 758, 2007 | actives 0.055% (n = 190,000) | Rab7 GTPase wild type (dog), Bodipy-FL-GTP binding | GST-Rab7 beads, fluorescent GTP binding; actives lie on both sides; untreated = 100%, excess cold GTP = 0%;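 active = fluorescent GTP binding to Rab7 beads changed by at least 20 points from the 100% baseline, either direction, mostly lower; inconclusive = compound itself probably fluorescent, or too few beads counted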;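 note: median green fluorescence of bound Bodipy-FL-GTP per Rab7 bead population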
Avidin fluor: green autofluorescence of compounds with avidin beads – biophysical, 488/530 nm, flow cytometry, artefact control, profiling panel; compound fluorescence 488/530 nm; stronger effect = higher value; fluorescence (KMESF) at 10 µM; actives 0.38% (n = 220,000); AID 1775, 2009; in the data active = fluorescence above about 47; note: inactives centre near 10
Mcl1-Noxa inh: Mcl-1/Noxa binding inhibitors, primary screen, biochemical, TR-FRET, 1536-well; AID 1022, 2008; actives 1.5% (n = 220,000); TR-FRET Mcl-1/Noxa peptide binding, 2 h; inhibition, % at 21.7 µM; Induced myeloid leukemia cell differentiation protein Mcl-1 (Homo sapiens), Q07820;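 active = compounds that cut the protein-peptide binding signal by more than 50% relative to plate controls in a single-dose test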;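 note: His-tagged Mcl-1 with rhodamine Noxa BH3 peptide and terbium anti-His antibody; 0% = Mcl-1 plus Noxa peptide wells and 100% = peptide-only wells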
Target sequence (Q07820 whole entry, looked up): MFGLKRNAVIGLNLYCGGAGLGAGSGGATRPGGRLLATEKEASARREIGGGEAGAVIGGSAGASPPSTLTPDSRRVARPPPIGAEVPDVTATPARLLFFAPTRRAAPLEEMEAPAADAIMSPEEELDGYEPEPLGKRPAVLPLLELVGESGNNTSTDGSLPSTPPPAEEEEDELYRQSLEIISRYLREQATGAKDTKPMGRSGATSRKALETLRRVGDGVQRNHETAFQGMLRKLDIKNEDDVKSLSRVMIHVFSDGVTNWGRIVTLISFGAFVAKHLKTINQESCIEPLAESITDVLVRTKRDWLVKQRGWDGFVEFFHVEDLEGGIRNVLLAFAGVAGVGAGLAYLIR
Pf gamet viab: late stage P. falciparum gametocyte viability inhibitors, primary screen, ATP luminescence, HTS. actives 0.065% (n = 150,000). inhibition, % at 10.9 µM. P. falciparum stage V gametocytes, 24 h;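 active = inhibition above the mean plus 3 SD of compounds within the control limits, set per campaign, cut at about 38% in these data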;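 note: 0% = DMSO wells and 100% = medium only without gametocytes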
GSH fluor: compound fluorescence on glutathione beads, profiling panel, artefact control, biophysical, 488/530 nm, flow cytometry; GSH beads flow cytometry, compound fluorescence 488/530 nm; stronger effect = higher value; fluorescence (KMESF) at 10 µM; actives 0.25% (n = 190,000); in the data active = fluorescence above about 89;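 note: glutathione beads carrying GST-tagged Bcl family fusion proteins plus one bare bead set; values are compound well signal with DMSO vehicle wells as background; inactives centre near 16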
Rab2 wt GTP: modulators of GTP binding to Rab2A wildtype, primary screen, biochemical, dog, bead-based flow cytometry, multiplex. Ras-related protein Rab-2A (Canis lupus familiaris), P61105. GST-Rab2 wt beads, Bodipy-GTP binding. GTP binding activity, % at 10 µM. actives 0.19% (n = 190,000);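 active = GTP binding activity at least 20 points away from 100%, either lowered or raised; inconclusive = signal likely due to the compound's own green fluorescence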;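 note: 0% = beads with excess unlabeled GTP and 100% = no-compound control corrected for plate trend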
Rac1 wt GTP bind: wildtype Rac1 GTP binding modulators, primary screen, biochemical, GST-Rac1 beads, flow cytometry, multiplex. AID 757, 2007. Ras-related C3 botulinum toxin substrate 1 (Homo sapiens), P63000. GTP binding activity (% of control), % at 10 µM. actives 0.27% (n = 190,000). fluorescent GTP binding; actives lie on both sides; 0 = cold GTP competed, 100 = untreated;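 active = GTP binding activity at least 20 points away from the 100% control level, either lower or higher; inconclusive = compound flagged as likely green fluorescent, judged across all proteins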
Mcl1 Bid PPI: Mcl-1/Bid binding inhibitors, primary screen, biochemical, TR-FRET, 1536-well; Induced myeloid leukemia cell differentiation protein Mcl-1 (Homo sapiens), Q07820; TR-FRET Mcl-1/Bid-Dy647 peptide binding; inhibition, % at 21.7 µM; actives 0.97% (n = 220,000); AID 1021, 2008;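 active = compounds that cut the binding signal by more than half at the single screening dose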;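 note: His-tagged Mcl-1 with europium anti-His antibody binding Bid BH3 peptide; 0% = Mcl-1 plus peptide wells and 100% = peptide-only wells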
Rac1 mut GTP: GTP binding modulators of activated mutant Rac1, primary screen, biochemical, bead-based flow cytometry, multiplex, fluorescent GTP; Ras-related C3 botulinum toxin substrate 1 (Homo sapiens), P63000; GST-Rac1 activated beads; actives lie on both sides; 100% means binding = to untreated wells; percent activity (GTP binding), % at 10 µM; actives 0.11% (n = 190,000); AID 764, 2007;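 active = GTP binding at least 20 percentage points away from the 100% baseline, in either direction, so actives lie on both sides; inconclusive = Compound likely fluorescent itself, or too few beads counted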
HRas wt GTP bind: modulators of GTP binding to HRas wildtype, primary screen, biochemical, bead-based flow cytometry, multiplex; GTPase HRas (Homo sapiens), P01112; GST-Ras wt beads, Bodipy-FL-GTP binding; actives lie on both sides; GTP binding activity, % at 10 µM; actives 0.14% (n = 190,000);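 active = GTP binding activity at least 20% away from the 100% baseline, either lowered as inhibitor or raised as activator; inconclusive = flagged as likely green fluorescent, judged across all proteins in the well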;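 note: 0% = unlabeled GTP competition control and 100% = no-compound control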
Target sequence (P01112 whole entry, looked up): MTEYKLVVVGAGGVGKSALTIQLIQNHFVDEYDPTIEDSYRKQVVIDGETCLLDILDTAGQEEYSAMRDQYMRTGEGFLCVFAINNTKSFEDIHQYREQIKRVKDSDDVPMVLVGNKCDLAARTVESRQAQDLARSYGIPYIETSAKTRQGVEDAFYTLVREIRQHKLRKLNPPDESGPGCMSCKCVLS
Numbers without * were called inactive; ? = inconclusive; · = not tested or not shown; & = joins results of further samples.

Structure	Cdc42 wt	Rab7 wt GTP bind	Avidin fluor	Mcl1-Noxa inh	Pf gamet viab	GSH fluor	Rab2 wt GTP	Rac1 wt GTP bind	Mcl1 Bid PPI	Rac1 mut GTP	HRas wt GTP bind
Cc1ccc(SC(C)C(=O)NCC(C)C)cc1 (centres undefined)	101	101	30	-1	11	25	98	103	3	98	100
COCCN1C(=O)N[C@@H](c2ccc(Br)cc2)C(C(=O)OC)=C1C	99	100	12	1	·	19	98	101	3	99	103
CN(C)CCCNC(=O)c1ccc(Cl)c(S(=O)(=O)N(C)c2ccccc2)c1	101	100	5	2	15	31	99	99	-3	98	100
CCc1nn2cc(C(=O)c3cc(Cl)ccc3O)cnc2c1-c1ccc(F)cc1	?	?	9	-6	4	13	?	?	-45	?	?
CCOc1ccc(C(=O)NCc2ccccn2)cc1	103	98	7	2	·	6	99	105	-33	101	100
COc1ccccc1N(CC(=O)N/N=C/c1c(O)ccc2ccccc12)S(C)(=O)=O	99	97	0	43	-3	6	99	100	-34	98	98
CCCNS(=O)(=O)c1ccc(OCC(=O)NCc2ccc3c(c2)OCO3)cc1	106	101	9	1	-3	39	104	106	-6	101	103
C=CCn1c(C)cc(C(=O)Cn2c(C(C)O)nc3ccccc32)c1C (centres undefined)	98	97	9	-2	19	14	97	99	-29	92	97
O=C(Nc1ccc(S(=O)(=O)N2CCCCC2)cc1)C1CCCN(C(=O)c2ccc(Cl)cc2)C1 (centres undefined)	95	97	13	18	1	4	97	102	-8	95	98
Cn1c(CN2CCCC2)nc2cc(NC(=O)C3CCCCC3)ccc21	95	92	6	·	·	29	97	94	·	96	92
O=C(CN1CCCCCCC1)N/N=C/c1ccc(F)cc1F	104	97	22	22	·	10	103	104	-5	101	100
CCCCNc1nc2ccccc2[nH]1	106	104	9	25	-14	11	104	109	-16	99	104
c1ccc2sc(Cc3nnc4n3CCCCC4)nc2c1	99	96	88*	11	·	25	100	102	6	100	100
CCc1nnc2n1N=C(c1ccc(-c3cc(Cl)ccc3Cl)o1)CS2	98	99	5	17	·	14	97	99	-33	96	98
COC(=O)c1cc(NC(=S)Nc2cc(Cl)cc(Cl)c2)cc(C(=O)OC)c1	100	98	4	17	3	18	97	102	5	100	98
CC(=O)OC1=C(C#N)Cn2ccc3cccc1c32	93	95	43	2	·	15	89	92	-34	92	92
CCOC(=O)N1CCN(C(=O)c2ccc(N(C)S(C)(=O)=O)cc2)CC1	103	104	17	4	16	33	102	105	-3	100	101
C=COC(=O)CSc1nc(-c2cccs2)ccc1C#N	97	96	5	·	·	33	97	98	·	96	96
Cc1ccc(-n2nc3ccc(NC(=O)C(C)C)cc3n2)cc1	96	93	11	-2	17	17	92	93	-31	95	91
O=C(O)c1ccc(/C=N/Nc2nnnn2-c2ccccc2)cc1	99	96	8	23	3	5	98	98	-19	100	98
CCC(=O)N1c2ccccc2-c2nnc(SC)nc2OC1c1ccc(OC)c(OC)c1 (centres undefined)	102	98	7	6	·	17	98	99	-15	98	98
Oc1ccc(N=Nc2n[nH]c(-c3ccc(Cl)cc3)n2)cc1	96	100	11	24	·	32	100	99	-56	97	98
CN(Cc1cccs1)CC(O)COCc1ccco1 (centres undefined)	103	102	6	2	11	45	101	108	-40	100	101
C=CCn1c(SCC(=O)NC(=O)c2cccc([N+](=O)[O-])c2)nnc1-c1ccccc1F	101	99	4	18	·	9	98	101	-21	95	100
O=C(CCN1CCCCCC1)Nc1ccc2c(c1)OCCO2	98	95	28	21	3	10	96	101	30	96	97
COc1ccc(Br)c(/C=N/NC(=O)COc2ccc(-c3ccccc3)cc2)c1	88	94	23	4	2	16	90	87	12	91	90
O=C(NC1CCCc2ccccc21)C1CCN(S(=O)(=O)c2ccccc2F)CC1 (centres undefined)	99	98	8	0	·	5	98	102	-18	99	98
CCCCc1ccc(N=N/C(C(=O)Nc2ccccc2OC)=C(/C)O)cc1	100	99	4	-4	·	10	99	102	-15	99	99
CCCc1cc(-c2[nH]ncc2-c2ccc3c(c2)OCCCO3)c(O)cc1OC	97	95	7	19	·	5	99	101	1	99	96
CC(OC(=O)C1CCCO1)C(=O)NC1CCCC1 (centres undefined)	98	97	17	-2	-3	18	98	102	-21	99	100
CNCCCC12CCC(c3ccccc31)c1ccccc12	97&101	92&99	10&7&6	5&21&3	·	20&67&10	97&100	100&99	37&14&-12	96&99	96&98
O=C(O)c1ccccc1Sc1c([N+](=O)[O-])cc(C(F)(F)F)cc1[N+](=O)[O-]	94	98	22	4	-7	11	95	101	-23	94	98
FC(c1nc2ccccc2[nH]1)C(F)(F)F (centres undefined)	105	108	10	10	5	9	101	104	-2	97	105
CN(C)c1ccc(C2N(C(=O)N3CCOCC3)CCN2S(=O)(=O)c2ccccc2)cc1 (centres undefined)	102	103	25	-2	-7	14	104	108	-6	101	104
Cc1cccc(CN2CCN(Cc3nc4c(s3)CCCC4)CC2CCO)n1 (centres undefined)	97	96	6	-5	14	18	95	99	-13	96	95
CCO/N=C/C1=C(O)C(C(=O)OC)C(C)(C)CC1=O (centres undefined)	90	107	11	15	-5	7	96	94	8	94	94
Cc1ccc(CN2CCS(=O)(=O)CC2)o1	102	101	12	10	·	14	100	100	-23	97	101
NN1C(=O)c2cccc3c(C(=O)O)ccc(c23)C1=O	100	98	25	21	23	10	97	102	8	98	98
Cc1ccc2c(C)c(C(=O)Nc3c(C)n(C)n(-c4ccccc4)c3=O)oc2c1	101	101	37	10	·	27	101	106	0	100	101
CCn1cc(C(=O)O)c(=O)c2cc(F)c(N3CCN(C(=S)NC(=O)c4ccc(Br)cc4)CC3)cc21	84	92	7	20	-3	11	89	89	-131	89	90
CC(=O)N1CCc2cc(S(=O)(=O)NC(Cc3ccccc3)C(=O)Nc3cc(C)ccn3)ccc21 (centres undefined)	99	99	5	-12	-4	34	101	103	4	101	99
O=C(O)C1CCN(c2ccccc2[N+](=O)[O-])CC1	94	103	12	24	5	13	95	96	-3	92	95
COC(=O)c1c(NC(=O)c2ccc(C)cc2)sc(Cc2ccccc2)c1C	102	102	12	-5	·	33	101	105	-17	99	103
Cc1cccc2cc(COC(=O)C3CCCO3)c(=O)[nH]c12 (centres undefined)	99	96	15	16	·	9	98	95	2	97	99
COCCCn1c(=S)[nH]c2ncccc2c1=O	98	102	9	-2	·	17	99	98	-42	97	100
CCOC(=O)C1=C(C)NC(=O)NC1c1ccc(OCC(=O)N2CCCCC2)cc1 (centres undefined)	103	103	17	5	·	12	102	109	-14	99	101
O=C(C1CCC(N2C(=O)C3CC=CCC3C2=O)CC1)N1CCCCC1 (centres undefined)	97	96	6	15	-12	7	98	101	-11	100	97
CC(=O)N1CCN(c2ccc(NC(=O)/C=C/c3ccccc3)cc2)CC1	99	104	7	32	·	13	102	100	-49	95	99
O=C(Cc1csc(NC(=O)c2ccc(F)cc2)n1)NO	97	103	9	-6	2	15	100	102	-3	98	97
COC(=O)c1cc2c(ccn2-c2ccc(F)cc2)n1CC(=O)N1CCN(C(=O)c2ccco2)CC1	101	99	34	-2	-16	44	99	104	-16	99	101
O=C(CSc1nnnn1-c1ccccc1)NCc1cccs1	102	95	12	19	1	19	101	101	-16	98	104
O=C(CC(c1ccccc1)c1ccco1)Nc1nccs1 (centres undefined)	99	100	2	15	·	24	96	104	16	98	101
COc1ccc(C2N(C(=O)N3CCOCC3)CCN2S(=O)(=O)c2ccc(C)cc2)cc1 (centres undefined)	100	99	28	14	·	22	102	104	0	98	101
COC(=O)CNC(=O)C(C)(C)Oc1ccc(Cl)cc1	109	105	6	27	·	47	108	107	7	100	106
CCC1(C)Cc2c(sc3nnn(Cc4ccccc4Cl)c(=O)c23)CO1 (centres undefined)	103	100	30	-14	5	10	101	106	-1	101	101
OC(CNCCc1ccc(Cl)cc1)COc1ccc2ccccc2c1 (centres undefined)	77*	90	8	24	3	12	78*	81	-4	77*	80
CC(C)C(=O)Nc1cccc(NC(=S)NC(=O)c2ccc(Cl)cc2)c1	102	103	13	20	-27	20	98	101	-55	99	101
O=c1[nH]nc(Cc2ccc3ccccc3n2)c2ccccc12	99	101	16	22	·	35	100	100	-4	100	101
COC(=O)/C(C(C)=O)=C(\C=C\N(C)C)N(C)C	100	99	7	3	2	41	100	103	3	98	100
Cc1csc(NC(=O)CSc2nnc(-c3ccoc3C)n2CCc2ccccc2)n1	104	100	11	2	13	31	104	104	-21	99	102

The listing continues.
Structure	Cdc42 wt	Rab7 wt GTP bind	Avidin fluor	Mcl1-Noxa inh	Pf gamet viab	GSH fluor	Rab2 wt GTP	Rac1 wt GTP bind	Mcl1 Bid PPI	Rac1 mut GTP	HRas wt GTP bind
Cc1ccc(OCCC(=O)OCC(=O)C(C)(C)C)cc1	103	101	11	-7	·	13	103	109	-11	100	104
C/C(O)=C/c1nc2ccccc2[nH]c1=O	104	98	10	4	-4	12	101	103	-25	101	100
COc1ccc(C(=O)NN/C(C)=C/C(=O)C(F)(F)C(F)(F)C(F)(F)F)cc1	98	101	13	-31	-9	13	100	103	-22	98	101
COc1ccnc(-n2cccc2C=O)c1C#N	103	97	9	-5	·	20	100	99	-4	98	99

Screens: PubChem BioAssay, several laboratories
